SK-BR-3 tox 24h = SK-BR-3 proliferation inhibitors; AID 847; viability, % at 10 µM; SK-BR-3 viability, CellTiter-Glo ATP luminescence, 24 h; active compounds read low; actives 0.47% (n = 41,000);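 active = viability at or below the median of all test compounds minus 3 SD, in both replicates if run twice, cut at about 45% in these data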;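 note: 100% = median untreated cell wells and 0% = median positive control drug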
The depositor's hits bear a star. Some of the compounds tested; rates above refer to the full screens.

SMILES	SK-BR-3 tox 24h
COc1cccc(-c2nc(NCC3CCCO3)c3ccccc3n2)c1O (stereo unspecified)	75.3
CCN(CC)C(=O)CSc1nnc(-c2cc(OC)cc(OC)c2)o1	94.5
Cc1ccc2[nH]c(=O)c(COC(=O)C3CCCO3)cc2c1 (stereo unspecified)	98.9
COc1cc(C)nc(Oc2ccc(OCc3ccccc3)nn2)n1	81.0
COC(=O)C1=C(C)N2C(=O)CSC2=NC1c1ccc2c(c1)OCO2 (stereo unspecified)	91.8
Cc1nnc(SCC(=O)Nc2cccc(C(F)(F)F)c2)[nH]c1=O	85.5
COc1ccc(Cc2nnc(NC(=O)c3ccco3)s2)cc1OC	80.8
CCC1CCCCN1C(=O)c1cc(-c2ccc(Cl)c(Cl)c2)on1 (stereo unspecified)	77.2
C=C(C)Cn1c(-c2ccccc2)nc2ccccc21	89.9
CCn1nc(C)c(/C=C2\CCCC3=C2OC(N)=C(C#N)C3c2c(C)nn(CC)c2C)c1C (stereo unspecified)	86.5
COc1ccc(C2CC(=O)c3c(C)nc(N4CCN(Cc5ccccc5)CC4)nc3C2)cc1OC (stereo unspecified)	108.6
COc1ccc(N/C=C(\C#N)c2nc3ccccc3n2C)c(OC)c1	86.2
COc1ccc(S(=O)(=O)NCCSc2ccc(C)cc2)cc1OC	101.0
O=C(NCc1ccc2c(c1)OCO2)C1CCN(c2ncccn2)CC1	76.1
O=C(NCC(=O)N(CC1CCCO1)C(C(=O)NC1CCCC1)c1ccc(F)cc1)c1ccco1 (stereo unspecified)	55.9
N#Cc1c(Nc2ccccc2)c(C=NCCN2CCOCC2)c[nH]c1=O	93.0
COC(=O)C1=C(C)NC(C)=C(C(=O)OC)C1c1cn(-c2ccccc2)nc1-c1ccco1	83.4
CC1(C)C(=O)C2(C(=O)NCc3ccccc3)CCC1C2 (stereo unspecified)	94.5
N=c1nc(N)nc2n1NC(c1ccc(F)cc1)=CS2	109.0
CCOC(=O)c1cc2n(n1)C(C(F)(F)C(F)(F)F)CC(C)N2 (stereo unspecified)	94.5
c1ccc(-c2cc(-c3nnc4sc(-c5ccccn5)nn34)[nH]n2)cc1	86.2
COc1ccccc1N1CCN(C(=O)CSc2nc(C)c(Cc3ccccc3)c(=O)[nH]2)CC1	78.7
O=C(NCc1ccccc1)c1cc(-c2cccs2)on1	92.2
Cc1cc(=O)c2cc(Cl)ccc2[nH]1	91.9
COCCNC(=O)C(c1ccc(C)o1)N(Cc1ccccc1)C(=O)Cn1nnc2ccccc21 (stereo unspecified)	82.9
N#Cc1cn(CCOc2ccccc2F)c2ccccc12	90.0
Cc1cc(=O)[nH]c(COc2ccccc2)n1	101.1
CC1(C)O[C@@H]2C[C@H]3[C@@H]4CCC5=CC(=O)C=C[C@]5(C)[C@@]4(F)[C@@H](O)C[C@]3(C)[C@]2(C(=O)CO)O1	92.4
O=C(CCNS(=O)(=O)c1cccs1)Nc1ccccc1F	88.3
O=C(c1ccco1)N1CCN(S(=O)(=O)c2ccc(Br)s2)CC1	93.7
Cc1ccc(CNC(=O)C2CCCN(S(=O)(=O)c3cccnc3)C2)cc1 (stereo unspecified)	79.4
Cc1ccc(C(c2sc3nc(C)nn3c2O)N2CCN(c3ccc(F)cc3)CC2)cc1 (stereo unspecified)	86.0
O=C(O)C1Cc2ccccc2CN1C(=O)c1ccccc1 (stereo unspecified)	82.7
CCOC(=O)c1ccc(NC(=O)CCc2nc(-c3ccccc3)no2)cc1	87.1
CCCCn1nnnc1SCC(=O)Nc1ccc(C)cc1	107.5
CC(=O)OC(/C(O)=C(\C#N)c1nc2ccccc2[nH]1)c1ccccc1 (stereo unspecified)	89.4
CC(=O)c1ccc(NC(=O)CSC(C)C)cc1	95.7
O=C(O)CC(NCc1ccco1)C(=O)OCCc1ccccc1 (stereo unspecified)	83.5
Nc1c(C(=O)c2ccccc2)oc2ccc(Br)cc12	85.5
COc1cc(-c2nnc3sc(-c4ccccn4)nn23)cc(OC)c1OC	90.2
COC(=O)c1ccccc1NC(=O)Cn1cnc2ccc(S(=O)(=O)N3CCC(C)CC3)cc2c1=O	74.2
COc1ccc(CCn2c(C)cc(C(=O)CSc3nnnn3-c3ccccc3)c2C)cc1OC	62.9
COC(=O)CSc1nnc([C@H](CC(C)C)NC(=O)OC(C)(C)C)o1	67.9
COc1ccc(N/C(C)=C2/C(=O)C(=O)N(CCO)C2c2ccc(Br)cc2)cc1 (stereo unspecified)	83.2
Cc1cc(C)cc(CSc2nnc(C)c(=O)[nH]2)c1	100.2
Cc1cc(OCC(O)CN2CCN(CCO)CC2)ccc1C(C)C (stereo unspecified)	93.9
COc1ccccc1C(=O)Nc1cc(Cl)ccc1O	103.4
CCCCN(C)CCCNC(=O)c1ccc(N2CCCC2=O)cc1	98.8
COc1ccccc1NC(=O)CSc1nc2nc(C)cc(C)c2c(=O)[nH]1	79.2
COc1cc(-c2nnc3sc(C4CCCCC4)nn23)cc(OC)c1OC	70.3
(next part)
SMILES	SK-BR-3 tox 24h
O=C(O)c1ccc(S(=O)(=O)NC2CCCCC2)cc1	109.2
c1cc(C(c2nnnn2C2CCCCC2)N2CCN3CCCC3C2)ccn1 (stereo unspecified)	86.9
CNCc1cc2ccc(C)cc2[nH]c1=O	97.8
COc1ccc(NC(=O)c2ccc3c(c2)C(=O)N(Cc2cccnc2)C3=O)c(OC)c1	89.9
CCCCn1c(SCC(=O)c2cc(OC)ccc2OC)nc2cc(S(N)(=O)=O)ccc21	87.2
CCOc1ccc(-c2nnc(-c3snc(-c4ccc(F)cc4)c3N=CN(C)C)o2)cc1	86.1
N#CC12CCCCC1CC1CCCCC1(C#N)N2Cc1cccnc1 (stereo unspecified)	82.0
CCc1ccc2c(CN3CCc4ccccc43)cc(=O)oc2c1	90.0
c1ccc(-c2cn3c4c(sc3n2)CCCC4)cc1	69.4
Cc1nnc(Nc2ccc3c(c2)OCO3)c2ccccc12	108.5
CCCCN(C)C(=O)c1coc(=O)c2ccccc12	84.0
C=CCn1c(SCCCCCC)nc(O)cc1=O	94.0
NC(=O)CCc1c[nH]c2ccccc12	85.3
O=c1oc2cc(O)ccc2cc1-c1ccc(F)cc1	93.5
CC(C)n1c(NCc2ccc(N(C)C)cc2)nc2ccccc21	85.3
COC(=O)c1cc(NS(=O)(=O)c2ccc(OC)c(OC)c2)ccc1Cl	93.8
Cc1cc(/C=N/n2cnnc2)c(C)n1-c1ccc2c(c1)OCO2	97.4
Cc1ccc(-c2cc(C(F)F)n3ncc(C(=O)NCc4ccco4)c3n2)cc1	104.9
CC(C)CNC(=O)C1CC(=O)OC12CCCCC2 (stereo unspecified)	81.2
COc1cc2c(cc1OC)C(c1ccncc1)CC(=O)N2 (stereo unspecified)	100.5
O=S1(=O)CCN2C=C(Br)C=C(Br)C2=N1	107.3
O=C1C2ON(c3ccccc3)C(c3ccncc3)C2C(=O)N1c1ccc(Br)cc1 (stereo unspecified)	85.2
CC1CCCN(c2nc3ccccc3nc2C(C#N)S(=O)(=O)c2ccccc2)C1 (stereo unspecified)	128.4
COC(=O)c1ccc(Cl)c(NC(=O)NC2CCCCC2)c1	98.7
COc1ccc(NS(=O)(=O)c2cc(C)ccc2NC(=O)c2cc(C)oc2C)cc1	80.5
C/C=C(\C)c1nnc(NC(=O)C(C)C)s1	89.9
Cc1ccc(N(CC(=O)Nc2ccc(F)cc2)S(=O)(=O)N2CCCC2)cc1	96.1
CCOC(=O)C1CCN(C(=O)c2ccccc2N(C)S(C)(=O)=O)CC1	98.6
O=S(=O)(NCc1ccccc1)c1ccc(S(=O)(=O)N2CCCCC2)cc1	118.5
COc1cc(C2c3c(-c4cc(Cl)c(C)cc4O)n[nH]c3C(=O)N2Cc2cccnc2)ccc1O (stereo unspecified)	94.3
O=C(COc1ccc2c3c(c(=O)oc2c1)CCC3)c1ccc2c(c1)OCO2	85.9
C#CCOC(=O)c1ccccc1C(=O)OCC#C	86.3
Cn1c(=O)[nH]c(=O)c2c1nc(Br)n2CCC(=O)c1ccccc1	93.4
COc1ccc(OCC(O)Cn2c(Nc3cccc(C)c3)nc3c2c(=O)n(C)c(=O)n3C)cc1 (stereo unspecified)	93.3
COC(=O)c1ccccc1NC(=O)Cn1ccnc1	95.4
COc1cc2ccccc2cc1C(=O)N1CCN(C)CC1	94.8
Cc1ccc2c(c1)C(O)(c1c(C)[nH]c3ccccc13)C(=O)N2 (stereo unspecified)	87.6
O=C1CC(c2cccs2)c2cc3c(cc2N1)OCO3 (stereo unspecified)	83.2
CCS(=O)(=O)Nc1cccc(C(=O)CC2(O)C(=O)Nc3ccccc32)c1 (stereo unspecified)	78.4
COc1ccc(S(=O)(=O)N2CCN(C(=O)NC3CCCCC3)CC2)cc1OC	101.2

Part of the list above in order of molecular weight, highest first:
SMILES	SK-BR-3 tox 24h
COc1cc(C2c3c(-c4cc(Cl)c(C)cc4O)n[nH]c3C(=O)N2Cc2cccnc2)ccc1O (stereo unspecified)	94.3
COc1ccc(OCC(O)Cn2c(Nc3cccc(C)c3)nc3c2c(=O)n(C)c(=O)n3C)cc1 (stereo unspecified)	93.3
O=C1C2ON(c3ccccc3)C(c3ccncc3)C2C(=O)N1c1ccc(Br)cc1 (stereo unspecified)	85.2
COc1ccc(NS(=O)(=O)c2cc(C)ccc2NC(=O)c2cc(C)oc2C)cc1	80.5
COc1ccc(S(=O)(=O)N2CCN(C(=O)NC3CCCCC3)CC2)cc1OC	101.2
CC1CCCN(c2nc3ccccc3nc2C(C#N)S(=O)(=O)c2ccccc2)C1 (stereo unspecified)	128.4
O=S(=O)(NCc1ccccc1)c1ccc(S(=O)(=O)N2CCCCC2)cc1	118.5
Cn1c(=O)[nH]c(=O)c2c1nc(Br)n2CCC(=O)c1ccccc1	93.4
CCS(=O)(=O)Nc1cccc(C(=O)CC2(O)C(=O)Nc3ccccc32)c1 (stereo unspecified)	78.4
CCOC(=O)C1CCN(C(=O)c2ccccc2N(C)S(C)(=O)=O)CC1	98.6
COC(=O)c1ccc(Cl)c(NC(=O)NC2CCCCC2)c1	98.7
Cc1ccc2c(c1)C(O)(c1c(C)[nH]c3ccccc13)C(=O)N2 (stereo unspecified)	87.6
COc1cc2ccccc2cc1C(=O)N1CCN(C)CC1	94.8
O=C1CC(c2cccs2)c2cc3c(cc2N1)OCO3 (stereo unspecified)	83.2
COC(=O)c1ccccc1NC(=O)Cn1ccnc1	95.4
C/C=C(\C)c1nnc(NC(=O)C(C)C)s1	89.9

Other structures:
SMILES	SK-BR-3 tox 24h
COCCOC(=O)C1=C(C)OC(N)=C(C#N)C1c1ccc2c(c1)OCO2 (stereo unspecified)	97.7
COc1cc(S(=O)(=O)N2CCC(C(N)=O)CC2)c(C)cc1C	95.6
O=C(c1cccs1)N1CCN(S(=O)(=O)N2CCCCC2)CC1	83.2
CCCN1C(=O)C2C(C(=O)Nc3cccc(OC)c3)C3C=CC2(O3)C1C(=O)NC1CCCCC1 (stereo unspecified)	66.3
O=C(Nc1ccc(Cl)cc1C(=O)O)c1ccc2c(c1)C(=O)N(Cc1ccco1)C2=O	84.5
O=S(=O)(NCCSc1ccc(Cl)cc1)c1ccc2c(c1)OCCO2	92.2
O=C(CSc1nnnn1C1CCCCC1)N1CCc2ccccc21	106.0
O=C1C(C=NCc2ccco2)=C(O)c2ccccc21	112.6
O=C(CCN1CCCCC1)Nc1cccc(Cl)c1	114.0
CCCOc1ccc(/C(O)=C2/C(=O)C(=O)N(CCCOC)C2c2ccncc2)cc1 (stereo unspecified)	99.5

Three compounds already listed, sorted by SMILES length, highest first.
SMILES	SK-BR-3 tox 24h
O=C(Nc1ccc(Cl)cc1C(=O)O)c1ccc2c(c1)C(=O)N(Cc1ccco1)C2=O	84.5
COCCOC(=O)C1=C(C)OC(N)=C(C#N)C1c1ccc2c(c1)OCO2 (stereo unspecified)	97.7
COc1cc(S(=O)(=O)N2CCC(C(N)=O)CC2)c(C)cc1C	95.6

Next part:
SMILES	SK-BR-3 tox 24h
Cc1cc(C)nc(N2C(=O)CC(Cc3ccccc3)C2=O)n1 (stereo unspecified)	99.1
COc1c(C(=O)Nc2c(C)n(C)n(-c3ccccc3)c2=O)ccc2ccccc12	90.1
Cc1cc(C)c2nc(SCC(=O)N3CCCCC3)c(C#N)cc2c1	62.9
O=C(NCCN1CCOCC1)c1ccc2c(c1)N(Cc1ccccc1F)C(=O)CS2	86.2
CCOC(=O)c1ccc(NC(=O)CSc2nnc(COc3ccccc3OC)n2CC)cc1	144.5
CC(=O)Nc1c(C(=O)O)[nH]c2ccccc12	95.6
CC(=O)Oc1cccc(N2C(=O)C3C(C2=O)C2C=CC3C23CC3)c1 (stereo unspecified)	115.0
N#CC(C(=O)NCCc1ccccc1)c1nc2ccccc2nc1N1CCCCC1 (stereo unspecified)	99.2
O=C(NCC1c2ccccc2CCN1C(=O)CN1CCOCC1)C1CCCCC1 (stereo unspecified)	85.7
COC(=O)C1CCN(C(=O)NC(C)(C)C)CC1	94.2
COc1ccccc1C1(O)CCN(CC(=O)Nc2c(C)nn(C)c2C)CC1	77.8
O=C(Nc1nnc(-c2ccco2)s1)C1CCN(S(=O)(=O)c2ccc(Cl)cc2)CC1	79.6
Cn1cccc1C1NC(=O)c2c(sc3c2CCC(C(C)(C)C)C3)N1 (stereo unspecified)	95.6
CC1=C(C(=O)Nc2ccccc2C)C(c2ccc(C)o2)N2C(=O)CSC2=N1 (stereo unspecified)	102.2
Cc1ccc(CN2C(=O)CCC2C(=O)NCCCN2CCCCC2C)cc1 (stereo unspecified)	73.6
O=C(CN1CCN(C(=O)N2CCCCC2)CC1)Nc1ccc(F)cc1	89.3
NC(=O)CSc1nnc(-c2ccc(S(=O)(=O)N3CCOCC3)cc2)n1Cc1ccccc1	102.7
CC(C)(C)n1nc2c(c1NC(=O)c1ccc(S(=O)(=O)N3CCCC3)cc1)CS(=O)C2 (stereo unspecified)	99.7
C(=C\c1ccccc1)/CN1CCN(c2ncnc3c2oc2ccccc23)CC1	70.4
CCNC(=O)[C@@H]1CCCN1C(=O)[C@H](CCCN=C(N)N)NC(=O)[C@H](CC(C)C)NC(=O)[C@@H](CC(C)C)NC(=O)[C@H](Cc1ccc(O)cc1)NC(=O)[C@H](CO)NC(=O)[C@H](Cc1c[nH]c2ccccc12)NC(=O)[C@H](Cc1cnc[nH]1)NC(=O)[C@@H]1CCC(=O)N1	80.9
CCC/C(O)=C1\C(=O)CCCC1=NC(C)C(=O)O (stereo unspecified)	88.2
O=C(c1cnc2n(c1=O)CCS2)N(c1ccccc1)C1CCCCC1	84.1

Screens: PubChem BioAssay, SRMLSC
